PHOSPHO1 inh – PHOSPHO1 (human) inhibition; Q8TCT1; recombinant PHOSPHO1, absorbance phosphatase assay; inhibition, % at 13.3 µM; 1.1% of 290,000 active; AID 1565; in the data active means inhibition above about 60%
MEKK3 PB1 HTS – MEKK3-MEK5 PB1 interaction, increase or decrease; Q99759; bead-based flow cytometry, Alexa488-MEK5 binding to MEKK3; actives lie on both sides; 0 = blocked by unlabeled MEK5, 100 = vehicle; binding response (% of control), % at 10 µM; 1.4% of 290,000 active;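 active means binding response more than 3 SD above or below the average of its plate-row segment, actives on both sides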;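 further: Alexa488 bead fluorescence after subtracting the streptavidin-only scavenger bead signal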
Target sequence (Q99759 whole entry, looked up): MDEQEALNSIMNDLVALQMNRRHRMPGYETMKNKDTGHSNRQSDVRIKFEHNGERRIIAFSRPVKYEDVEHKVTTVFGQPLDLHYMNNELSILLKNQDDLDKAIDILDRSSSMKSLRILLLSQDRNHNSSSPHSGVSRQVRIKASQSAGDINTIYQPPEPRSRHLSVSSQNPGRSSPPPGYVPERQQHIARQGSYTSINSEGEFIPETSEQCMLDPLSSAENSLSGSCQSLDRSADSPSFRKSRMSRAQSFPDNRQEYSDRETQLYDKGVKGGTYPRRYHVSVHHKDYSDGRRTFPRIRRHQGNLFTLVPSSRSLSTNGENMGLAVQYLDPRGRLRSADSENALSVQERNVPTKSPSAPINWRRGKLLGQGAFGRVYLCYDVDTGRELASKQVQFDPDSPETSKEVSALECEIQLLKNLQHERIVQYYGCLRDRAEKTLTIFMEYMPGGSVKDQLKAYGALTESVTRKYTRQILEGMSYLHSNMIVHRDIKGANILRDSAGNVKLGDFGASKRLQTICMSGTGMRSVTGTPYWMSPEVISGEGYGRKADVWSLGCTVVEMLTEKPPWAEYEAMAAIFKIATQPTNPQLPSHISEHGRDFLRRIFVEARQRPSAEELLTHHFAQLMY
M4 PAM – positive allosteric modulators of human muscarinic M4 receptor. CHO-K1 hM4/Gqi5, Fluo-8 calcium fluorescence, ACh EC20; 0% = ACh EC20, 100% = maximal ACh. activation, % at 3 µM. 0.4% of 360,000 active. P08173;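 active means activation above its plate's cutoff, the mean activation of sample wells plus 3 SD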; further: some results filed as inactive read as strong as hits
Target sequence (P08173 whole entry, looked up): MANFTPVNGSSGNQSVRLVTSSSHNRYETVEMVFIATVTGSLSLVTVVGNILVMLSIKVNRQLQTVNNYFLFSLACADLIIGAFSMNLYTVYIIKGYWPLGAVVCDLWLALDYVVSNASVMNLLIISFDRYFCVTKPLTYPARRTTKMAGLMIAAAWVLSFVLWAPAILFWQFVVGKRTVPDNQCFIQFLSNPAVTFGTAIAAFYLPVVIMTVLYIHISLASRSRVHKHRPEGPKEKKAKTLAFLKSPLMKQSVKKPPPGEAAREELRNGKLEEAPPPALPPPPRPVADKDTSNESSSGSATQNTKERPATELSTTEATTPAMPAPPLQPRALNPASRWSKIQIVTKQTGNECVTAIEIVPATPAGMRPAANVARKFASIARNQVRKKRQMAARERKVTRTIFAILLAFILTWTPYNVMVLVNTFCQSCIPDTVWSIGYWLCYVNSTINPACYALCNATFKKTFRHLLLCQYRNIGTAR
CRFR2-BP ag – agonists of human CRF-binding protein/CRF-R2 receptor complex; AID 588473; 0.46% of 350,000 active; activation, % at 13.2 µM; HEK293 CRF-R2/CRF-BP, calcium dye fluorescence (FLIPR); percent of saturating CRF peptide response;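 active means activation of at least 50%, plus an integration ratio under a set limit after plate pattern correction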;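 further: plate controls were neutral control wells without compound for no effect and CRF at EC100 for full effect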
GalR3 antag – blocks the human galanin receptor 3; AID 651719; O60755; HEK293 GalR3-CNG cAMP membrane potential fluorescence; galR3 body fused to GalR1 C-terminus; 0.44% of 360,000 active; inhibition, % at 3 µM;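 active means inhibition above the screen-wide average plus 3 SD, cut at about 13% in these data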;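 further: forskolin and galanin both at EC90 stimulate the cells; cAMP rise reported by CNG channel membrane potential dye signal; 0% = forskolin plus galanin with DMSO and 100% = forskolin alone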
IDE cell inh – inhibitors of human insulin-degrading enzyme in cells; HEK cells, FAbetaB cleavage, fluorescence polarization; AID 434962; inhibition, % at 5.59 µM; 0.41% of 320,000 active; P14735;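 active means percent inhibition above the average of all tested compounds plus 3 SD, set per screening campaign, cut at about 16% in these data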;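 further: IDE supplied by intact live HEK cells; FP after avidin binding of uncleaved biotin substrate so inhibition keeps polarization high; 0% = DMSO wells and 100% = 60 µM reference IDE inhibitor Ii1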
CRFBP-R2 block – CRF-BP/CRF-R2 complex antagonism. HEK293 CRF-R2/CRF-BP, CRF-induced calcium fluorescence. inhibition, % at 11.8 µM. 0.59% of 350,000 active;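 active means inhibition of the ligand-induced calcium signal above about 50% at the single tested concentration, limit read from the data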
pCIP destab – p/CIP protein destabilization | Q05BA5 | F442A p/CIP-EGFP cells, EGFP fluorescence, 16 h | decrease of EGFP signal, % at 10 µM | 0.01% of 290,000 active | AID 1984;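 active means EGFP signal decrease of at least 30% at 10 µM or well 3 SD below plate mean, unless failing retest; inactive means the rest, including hits failing retest or dose response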; further: some compounds called inactive have numbers as strong as hits; many of its hits are not listed in these tables
IDE cell activ – activators of human insulin-degrading enzyme in cells; P14735; HEK cells, FAbeta-B cleavage, fluorescence polarization; 0% vehicle, 100% cell-free pure enzyme wells; activation, % at 5.96 µM; 0.073% of 340,000 active;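 active means activation above the mean of all tested compounds plus 3 SD, set per screening campaign, cut at about 17% in these data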
An asterisk follows results filed as active; . = not tested or not shown; [ ] = dose if it differs, or a comment.

1) O=C(/C=C/c1ccc([N+](=O)[O-])cc1)NCC1CCCO1 (stereo unspecified)
2) Cc1nc(C)c(C)nc1C
3) CCN(CC)CCC(C)OC(=O)c1ccc(O)cc1O (stereo unspecified)
4) CC(C)Oc1ccc(S(=O)(=O)N2CCOCC2)cc1NC(=O)CC1CCCC1
5) Cc1cc(N(CN2CCCC2=O)C(=O)c2ccc(OC(C)C)cc2)no1
compound no.,1,2,3,4,5
PHOSPHO1 inh,27,8,32,.,23
MEKK3 PB1 HTS,97,85,102,.,98
M4 PAM,17,.,4,1,-8
CRFR2-BP ag,-1.8,.,0.4,1.3,-2.7
GalR3 antag,-2,.,5,-1,4
IDE cell inh,3,-3,0,5,6
CRFBP-R2 block,11,.,15,-7,1
pCIP destab,-12,-13,-8,.,-3
IDE cell activ,-1,.,2,2,2

A second format for part of the listing above:
Each structure is followed by: PHOSPHO1 inh, MEKK3 PB1 HTS, M4 PAM, CRFR2-BP ag, GalR3 antag, IDE cell inh, CRFBP-R2 block, pCIP destab, IDE cell activ
2	Cc1nc(C)c(C)nc1C
  8, 85, ., ., ., -3, ., -13, .
3	CCN(CC)CCC(C)OC(=O)c1ccc(O)cc1O (stereo unspecified)
  32, 102, 4, 0.4, 5, 0, 15, -8, 2
4	CC(C)Oc1ccc(S(=O)(=O)N2CCOCC2)cc1NC(=O)CC1CCCC1
  ., ., 1, 1.3, -1, 5, -7, ., 2
5	Cc1cc(N(CN2CCCC2=O)C(=O)c2ccc(OC(C)C)cc2)no1
  23, 98, -8, -2.7, 4, 6, 1, -3, 2

Following part:
6) Cc1ccc(S(=O)(=O)N2CCCCC2CCNC(=O)C(=O)NCC2CCCO2)cc1 (stereo unspecified)
7) COC(=O)CCN1CCC2CC1c1cc(-c3cccc(C)c3)ccc12 (stereo unspecified)
8) COC(=O)CN1C(=O)CSc2ncccc21
9) CCC(=O)Nc1ccccc1C(=O)OC(c1ccccc1)c1ccccc1
10) CCn1c(SCC(=O)Nc2sc(C)c(C)c2C#N)nnc1C(C)C
compound no.,6,7,8,9,10
PHOSPHO1 inh,.,.,22,-4,10
MEKK3 PB1 HTS,.,.,93,95,100
M4 PAM,-7,3,20,-7,1
CRFR2-BP ag,-3.1,1.4,2.3,8.4,1.9
GalR3 antag,3,-8,-2,-4,-3
IDE cell inh,-1,.,4,5,6
CRFBP-R2 block,-25,-25,8,-15,42
pCIP destab,.,.,-13,-5,-4
IDE cell activ,2,-2,10,0,-3

11) O=S(=O)(/N=C(/c1ccc(F)cc1)N1CCCCC1)c1ccc(Cl)cc1
12) O=C(N=Nc1c(O)[nH]c2ccccc12)c1cc(NS(=O)(=O)c2cccs2)cc(NS(=O)(=O)c2cccs2)c1
13) Cc1ccnc(N2C(=O)c3ccccc3C2Nc2ccc3c(c2)OCCO3)c1 (stereo unspecified)
14) COc1ccc(CNc2ncc(-c3ccc(Cl)cc3)n2C)c(OC)c1OC
15) CC(=O)OCc1cc(-c2nn(C)c(=O)c3ccccc23)ccc1C
compound no.,11,12,13,14,15
PHOSPHO1 inh,-14,-11,-4,19,-3
MEKK3 PB1 HTS,101,70,97,102,99
M4 PAM,7,3,7,-5,-3
CRFR2-BP ag,0.5,-3.1,0.1,8.0,0.3
GalR3 antag,-7,-1,-3,-11,-5
IDE cell inh,3,1,4,4,0
CRFBP-R2 block,9,16,17,-3,9
pCIP destab,-3,1,-12,-5,-7
IDE cell activ,2,-3,1,-8,0

16) COc1ccc(S(=O)(=O)Nc2c(C)n(C)n(-c3ccccc3)c2=O)cc1
17) O=C(Cc1ccc(-n2cccc2)cc1)N1CCc2ccccc21
18) CCN(CC)C(=O)C1CCCN(Cc2ccc(OC)c(C)c2C)C1 (stereo unspecified)
19) O=C1C=C(c2ccccc2C(F)(F)F)C[C@@H](c2ccc3c(c2)OCO3)C1
20) Cc1nn(-c2ccccn2)c2c1C(c1ccccc1Cl)C1=C(N2)c2ccccc2C1=O (stereo unspecified)
compound no.,16,17,18,19,20
PHOSPHO1 inh,2,16,-14,.,2
MEKK3 PB1 HTS,102,99,102,.,126
M4 PAM,-6,0,0,1,7
CRFR2-BP ag,0.1,1.9,0.3,1.3,-2.5
GalR3 antag,-8,2,-6,-4,0
IDE cell inh,4,-2,10,-2,2
CRFBP-R2 block,6,3,16,-3,7
pCIP destab,-50,-2,0,.,-4
IDE cell activ,5,-1,-3,1,0

21) N/C(CN1CCCCC1)=N\S(=O)(=O)c1cc(Cl)cc(Cl)c1
22) Cc1c(C(=O)N(CCC#N)c2ccccc2)sc2nc3n(c(=O)c12)CCCC3
23) Clc1cccc(Cl)c1/C=N\Nc1nccs1
24) CCC1(CC)NC(=O)N(CC(=O)OCn2nnc3ccccc3c2=O)C1=O
25) O=C(OC1CCOC1=O)c1ccc(CO)cc1 (stereo unspecified)
compound no.,21,22,23,24,25
PHOSPHO1 inh,29,38,-8,7,18
MEKK3 PB1 HTS,102,101,100,112,100
M4 PAM,8,0,-4,14,-3
CRFR2-BP ag,-1.5,-0.1,-1.1,-0.2,1.9
GalR3 antag,4,11,1,-1,4
IDE cell inh,2,8,-1,-1,0
CRFBP-R2 block,113*,-11,-2,-1,17
pCIP destab,-8,4,4,-10,-5
IDE cell activ,3,4,-2,2,6

26) O=C(NCC1CCCCC1)c1ccc(F)cc1Cl
27) COc1ccc(NC(=O)CC2C(=O)N(Cc3ccco3)C(=S)N2C(C)C)cc1 (stereo unspecified)
28) Cc1ccc(C)c2[nH]c(=O)c(CN(Cc3nnnn3C3CCCCC3)CC3CCCO3)cc12 (stereo unspecified)
29) COc1ccc(-n2nc(C(=O)Nc3nc4ccc(OC)cc4s3)c3ccccc3c2=O)cc1
30) CS(=O)(=O)N1CCN(C(=O)Cc2ccccc2)CC1
compound no.,26,27,28,29,30
PHOSPHO1 inh,-16,32,17,1,-4
MEKK3 PB1 HTS,103,93,106,101,99
M4 PAM,-1,-8,-3,-2,-7
CRFR2-BP ag,0.4,2.9,-0.7,-1.8,0.2
GalR3 antag,-3,-5,-2,-3,0
IDE cell inh,4,4,4,3,1
CRFBP-R2 block,4,8,-23,17,-5
pCIP destab,5,-11,6,-2,-5
IDE cell activ,5,-4,-1,-2,1

31) CCOc1ccc(N2Nc3n[nH]c(N)c3N2)cc1
32) Cc1cc(C)c2c(n1)nn1c(NCCOCCO)cc(C)nc21
33) COc1ccc(C2=Nn3c(nnc3-c3ccccc3Cl)SC2)cc1OC1CCOC1 (stereo unspecified)
34) CCn1c(C)c(C)c2cc(C(=O)Nc3cccc(Cl)c3)ccc21
35) CCOC(=O)C1CCN(C(=O)COC(=O)COc2ccccc2OC)CC1
compound no.,31,32,33,34,35
PHOSPHO1 inh,-4,10,.,-102,25
MEKK3 PB1 HTS,110,108,.,99,100
M4 PAM,-5,2,4,-2,5
CRFR2-BP ag,0.2,-1.5,-7.2,-2.9,0.4
GalR3 antag,5,-6,3,-1,-3
IDE cell inh,4,3,3,-8,8
CRFBP-R2 block,-13,1,14,0,-2
pCIP destab,-2,-8,.,-17,-12
IDE cell activ,-2,7,-1,0,2

36) Nc1cc(S(=O)(=O)C(F)(F)F)ccc1C(=O)O
37) CNC(=O)N1c2ccccc2NC(=O)CC1C (stereo unspecified)
38) O=C(Nc1ccccc1N1CCCCC1)c1ccc(Cl)cc1
39) Nc1nc2ccc(N3CCOCC3)cc2s1
40) O=C(CCNS(=O)(=O)c1ccccc1)OCC(=O)c1ccc(Cl)cc1
compound no.,36,37,38,39,40
PHOSPHO1 inh,-10,15,31,22,.
MEKK3 PB1 HTS,103,105,104,106,.
M4 PAM,8,-2,1,13,7
CRFR2-BP ag,1.4,-2.2,-0.6,-0.3,0.2
GalR3 antag,1,-3,3,-3,-1
IDE cell inh,2,5,0,4,-4
CRFBP-R2 block,10,8,-10,-8,4
pCIP destab,-24,-5,-4,-4,.
IDE cell activ,5,3,-1,0,0

Fetched by compound from the list above:
39) Nc1nc2ccc(N3CCOCC3)cc2s1
38) O=C(Nc1ccccc1N1CCCCC1)c1ccc(Cl)cc1
40) O=C(CCNS(=O)(=O)c1ccccc1)OCC(=O)c1ccc(Cl)cc1
37) CNC(=O)N1c2ccccc2NC(=O)CC1C (stereo unspecified)
compound no.,39,38,40,37
PHOSPHO1 inh,22,31,.,15
MEKK3 PB1 HTS,106,104,.,105
M4 PAM,13,1,7,-2
CRFR2-BP ag,-0.3,-0.6,0.2,-2.2
GalR3 antag,-3,3,-1,-3
IDE cell inh,4,0,-4,5
CRFBP-R2 block,-8,-10,4,8
pCIP destab,-4,-4,.,-5
IDE cell activ,0,-1,0,3

The results go on.
41) CC(C)(C)OC(=O)C[C@@H]1C/C=C\C[C@@H](CC(=O)N[C@H](CO)Cc2ccccc2)C(=O)NCCOC1=O
42) CCCN1CNC(=S)N(Cc2ccccc2)C1
43) O=C(Cc1cccs1)N1CCN=C1SCc1cccc(F)c1
44) CN(C)/C=C/C(=O)c1cccc(Cl)c1
45) Cc1ccc(C2C(=O)c3ccccc3C2=O)cc1
compound no.,41,42,43,44,45
PHOSPHO1 inh,.,-6,37,-11,9
MEKK3 PB1 HTS,.,98,107,107,101
M4 PAM,2,-1,-6,9,1
CRFR2-BP ag,1.0,-2.1,0.3,-0.6,0.2
GalR3 antag,-5,-4,-10,0,2
IDE cell inh,6,4,1,2,0
CRFBP-R2 block,-15,10,-7,2,-2
pCIP destab,.,10,-8,-1,-2
IDE cell activ,4,2,-4,4,4

46) Cc1ccc(C)c(NC(=O)CN(C)C(=O)c2ccncc2)c1
47) CCOc1c(Br)cc(C2NS(=O)(=O)N=C3CCCCCN32)cc1OC (stereo unspecified)
48) CC(=O)Nc1cccc(NC(=O)C2CC(=O)N(CCc3ccc(F)cc3)C2)c1 (stereo unspecified)
49) Clc1ccccc1Cc1noc(CN2CCN(c3cnccn3)CC2)n1
50) COc1ccc(S(=O)(=O)n2cnc3ccccc32)cc1OC
compound no.,46,47,48,49,50
PHOSPHO1 inh,31,-13,37,40,46
MEKK3 PB1 HTS,105,104,103,95,107
M4 PAM,6,1,-4,-5,7
CRFR2-BP ag,2.5,0.6,2.6,-2.8,2.3
GalR3 antag,-3,-7,-7,5,-12
IDE cell inh,-6,3,-4,3,-2
CRFBP-R2 block,-4,-3,-9,12,-1
pCIP destab,-4,-18,-17,-7,1
IDE cell activ,-3,-4,1,0,5

51) O=C(NC1CCCCCC1)c1ccc(=O)n(Cc2ccccc2)n1
52) COc1ccc(-c2cc([C@H]3[C@@H]4C=CCC[C@@]4(C)C(=O)N3Cc3ccccc3)ccc2F)cc1OC
53) CN1c2ccccc2C(O)=C(C(=O)Nc2ccccc2)S1(=O)=O
54) O=C(NC1CCCC1)C(c1cccnc1)N(C(=O)c1csnn1)C1CCCC1 (stereo unspecified)
55) COc1ccc(S(=O)(=O)NC(C)C(=O)NC2CC2)cc1C (stereo unspecified)
56) CCOC(=O)Cc1csc(NC(=O)c2c(-c3c(Cl)cccc3Cl)noc2C)n1
compound no.,51,52,53,54,55,56
PHOSPHO1 inh,-3,26,15,6,18,27
MEKK3 PB1 HTS,108,105,98,75*[inhibitor],100,103
M4 PAM,-1,-4,4,-2,-3,0
CRFR2-BP ag,0.9,2.4,13,0.4,-2.3,0.5
GalR3 antag,-8,20*,-4,1,-4,-3
IDE cell inh,9,-2,0,0,-3,0
CRFBP-R2 block,6,3,-4,-4,-24,11
pCIP destab,-5,-6,-7,-11,3,-2
IDE cell activ,-2,0,2,5,-1,0

Entries above shown as hits in GalR3 antag.
52) COc1ccc(-c2cc([C@H]3[C@@H]4C=CCC[C@@]4(C)C(=O)N3Cc3ccccc3)ccc2F)cc1OC
compound no.,52
PHOSPHO1 inh,26
MEKK3 PB1 HTS,105
M4 PAM,-4
CRFR2-BP ag,2.4
GalR3 antag,20*
IDE cell inh,-2
CRFBP-R2 block,3
pCIP destab,-6
IDE cell activ,0
